Screening data from PubChem.
APOBEC3A inh: APOBEC3A ssDNA deaminase inhibitors, primary screen, selectivity assay for APOBEC3G inhibitor project, biochemical, FAM/TAMRA oligo cleavage fluorescence; 0.41% of 330,000 active; DNA dC->dU-editing enzyme APOBEC-3A (Homo sapiens), P31941; recombinant A3A, FAM/TAMRA ssDNA deamination fluorescence; AID 493011, 2011; inhibition, % at 20 µM;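 active means at least 40% inhibition at 20 µM here, with at most 30% in a related deaminase screen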;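 further: plate controls were A3A with DMSO for no effect and wells lacking A3A enzyme for full effect; some results filed as inactive read as strong as hits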
Target sequence (P31941 whole entry, looked up): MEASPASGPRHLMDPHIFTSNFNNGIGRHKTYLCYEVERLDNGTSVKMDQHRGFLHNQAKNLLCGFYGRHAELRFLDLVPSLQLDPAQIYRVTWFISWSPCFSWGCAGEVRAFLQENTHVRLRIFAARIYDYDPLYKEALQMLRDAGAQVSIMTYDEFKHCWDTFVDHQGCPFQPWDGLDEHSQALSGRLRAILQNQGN
hIAP act: human IAP activators, primary screen, biochemical, luminescence, uHTS. 0.16% of 330,000 active. Intestinal-type alkaline phosphatase (Homo sapiens), P09923. purified human IAP, CDP-Star luminescence, 30 min; stronger effect = higher value; 1 = vehicle-only enzyme, 0 = enzyme-free background. activation factor at 10 µM;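 active means activation factor of the enzyme at least 2-fold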; further: the source names both 10 and 20 µM as test concentration; values of inactives mirror those of a sister screen read the other way
Target sequence (P09923 whole entry, looked up): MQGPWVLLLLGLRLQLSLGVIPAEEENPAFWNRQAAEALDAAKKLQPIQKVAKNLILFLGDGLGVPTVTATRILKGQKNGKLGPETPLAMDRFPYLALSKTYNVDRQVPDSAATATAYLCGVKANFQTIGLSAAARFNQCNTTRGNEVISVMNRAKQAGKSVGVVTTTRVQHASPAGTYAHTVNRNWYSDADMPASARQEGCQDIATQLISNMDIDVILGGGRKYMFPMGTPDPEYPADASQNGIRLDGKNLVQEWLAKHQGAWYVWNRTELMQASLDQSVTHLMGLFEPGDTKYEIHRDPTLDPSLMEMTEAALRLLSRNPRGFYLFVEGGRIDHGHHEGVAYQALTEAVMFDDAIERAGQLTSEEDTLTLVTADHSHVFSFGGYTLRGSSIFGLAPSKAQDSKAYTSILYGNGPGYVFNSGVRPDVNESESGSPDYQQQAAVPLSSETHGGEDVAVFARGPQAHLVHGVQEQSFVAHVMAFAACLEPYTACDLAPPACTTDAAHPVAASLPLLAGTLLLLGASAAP
mIAP act: activators of mouse IAP, primary screen, biochemical, luminescence, uHTS | intestinal alkaline phosphatase [Mus musculus] | muIAP, CDP-Star luminescence, 30 min; stronger effect = higher value; 1 = vehicle-only enzyme signal, 0 = enzyme-free wells | activation factor at 10 µM | 0.24% of 330,000 active | AID 2805, 2010;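 active means activation factor of at least 2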; further: the source names both 10 and 20 µM as test concentration; values of inactives mirror those of a sister screen read the other way
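also added = chemiluminescent substrate CDP-Star | test system = mouse IAP enzyme | signal = chemiluminescence readout | compound = DMSO-dissolved test compounds | incubation = 30 min at room temperature | benchmarks = DMSO wells, no-enzyme wells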
PfG6PD inh: PfG6PD enzyme inhibitors, primary screen, biochemical, fluorescence intensity, uHTS. 0.78% of 350,000 active. inhibition, % at 20 µM. AID 504690, 2011. glucose-6-phosphate dehydrogenase-6-phosphogluconolactonase (Plasmodium falciparum 3D7). PfGluPho enzyme, NADPH resazurin-diaphorase fluorescence;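 active means inhibition reaching at least a set limit at 20 µM in the primary screen, cut at about 59% in these data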;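 further: 0% = DMSO wells with substrate and 100% = DMSO wells lacking glucose-6-phosphate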
mIAP inh: inhibitors of mouse IAP, primary screen, biochemical, luminescence, uHTS | intestinal alkaline phosphatase [Mus musculus] | purified mouse IAP, CDP-Star luminescence, 30 min | inhibition, % at 10 µM | 0.2% of 330,000 active;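 active means inhibition of at least 40% at 10 µM in the primary screen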;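 further: plate controls were DMSO with enzyme for no effect and no enzyme wells for full effect; values of inactives mirror those of a sister screen read the other way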
HKDC1 inhibitor: HKDC1 hexokinase inhibitors, primary screen, biochemical, fluorescence, uHTS | 0.16% of 340,000 active | inhibition, % at 20 µM | Q2TB90 | recombinant HKDC1, G6PDH/diaphorase resazurin coupled fluorescence;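 active means inhibition above about 35% when tested at 20 µM, limit read from the data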;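 further: plate controls were DMSO wells with enzyme for no effect and DMSO wells lacking enzyme for full effect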
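System: Recombinant HKDC1 hexokinase | Amount: HKDC1 at 5 µg/mL | Reagent: Glucose with 1 mM ATP | Doses: Single 20 µM dose | Incubation: Reaction time 90 min, room temperature, protected from light | Signal: Coupled resazurin fluorescence, excitation 525 nm, emission 613 nm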
ATG4B inh: ATG4B protease inhibitors, primary screen, biochemical, fluorescence, uHTS; Cysteine protease ATG4B (Homo sapiens), Q9Y4P1; ATG4B cleavage of LC3-PLA2, NBD-HPC fluorescence, 1 h; inhibition, % at 8.33 µM; 0.51% of 340,000 active; in the data active means inhibition above about 40%
hIAP block: human IAP inhibitors, primary screen, biochemical, luminescence, uHTS; Intestinal-type alkaline phosphatase (Homo sapiens), P09923; purified IAP, CDP-Star luminescence, 30 min; inhibition, % at 10 µM; 0.12% of 330,000 active; AID 2544, 2010;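 active means inhibition reaching a set limit with compound at 10 µM in the primary screen, cut at about 35% in these data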;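 further: plate controls were DMSO wells with enzyme for no effect and no-enzyme buffer wells for full effect; values of inactives mirror those of a sister screen read the other way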
The depositor's hits bear a star; . = not tested or not shown.

SMILES	APOBEC3A inh	hIAP act	mIAP act	PfG6PD inh	mIAP inh	HKDC1 inhibitor	ATG4B inh	hIAP block
CSc1ncc(Cl)c(C(=O)Nc2ccccc2[N+](=O)[O-])n1	1	0.98	1	8	-2	-6	-5	2
O=C(O)c1ccc2oc(SCC(=O)N3CCCCC3)nc2c1	2	0.96	0.89	-14	11	0	-9	4
O=C(O)CCCC(=O)Nc1ccccc1Oc1ccccc1	2	0.94	1	-1	-3	-1	8	6
COc1ccc(C)cc1NS(=O)(=O)c1cn(C)c(=O)n(C)c1=O	-3	0.81	1	2	0	-1	-13	18
Cc1ccc(O)c(N/C=C/C(=O)c2ccc(F)cc2)c1	-2	2.8*	0.94	21	6	1	3	-185
COc1cnn(Cc2ccccc2)c(=O)c1SCc1ccccc1	4	1	0.94	4	6	-5	1	0
Cc1ccc(N2CCN(CC(O)COc3cccc4ccccc34)CC2)cc1 (stereo not given)	-6	0.92	1.1	16	-7	0	-9	8
Cc1cc(=O)n2c3c(sc2n1)C(=O)N(Cc1ccccc1)C3=O	-4	1.1	0.81	.	19	.	.	-5
CC(=O)CCS(=O)(=O)c1ccc(C)c(C)c1	6	0.97	0.97	9	3	-5	-8	3
Cc1cc(C)cc(NC(=O)C2CC3CCC2C3)c1 (stereo not given)	-5	1.2	1	-10	0	0	4	-16

Part of the list above, field by field:
CC(=O)CCS(=O)(=O)c1ccc(C)c(C)c1
  APOBEC3A inh: 6
  hIAP act: 0.97
  mIAP act: 0.97
  PfG6PD inh: 9
  mIAP inh: 3
  HKDC1 inhibitor: -5
  ATG4B inh: -8
  hIAP block: 3

O=C(O)c1ccc2oc(SCC(=O)N3CCCCC3)nc2c1
  APOBEC3A inh: 2
  hIAP act: 0.96
  mIAP act: 0.89
  PfG6PD inh: -14
  mIAP inh: 11
  HKDC1 inhibitor: 0
  ATG4B inh: -9
  hIAP block: 4

Six compounds from above, sorted by SMILES length, ascending.
SMILES	APOBEC3A inh	hIAP act	mIAP act	PfG6PD inh	mIAP inh	HKDC1 inhibitor	ATG4B inh	hIAP block
CC(=O)CCS(=O)(=O)c1ccc(C)c(C)c1	6	0.97	0.97	9	3	-5	-8	3
O=C(O)CCCC(=O)Nc1ccccc1Oc1ccccc1	2	0.94	1	-1	-3	-1	8	6
COc1cnn(Cc2ccccc2)c(=O)c1SCc1ccccc1	4	1	0.94	4	6	-5	1	0
Cc1ccc(O)c(N/C=C/C(=O)c2ccc(F)cc2)c1	-2	2.8*	0.94	21	6	1	3	-185
Cc1cc(=O)n2c3c(sc2n1)C(=O)N(Cc1ccccc1)C3=O	-4	1.1	0.81	.	19	.	.	-5
COc1ccc(C)cc1NS(=O)(=O)c1cn(C)c(=O)n(C)c1=O	-3	0.81	1	2	0	-1	-13	18

Further results follow.
SMILES	APOBEC3A inh	hIAP act	mIAP act	PfG6PD inh	mIAP inh	HKDC1 inhibitor	ATG4B inh	hIAP block
COC(=O)c1cc2cc(OC)ccc2n1C	2	1	1	12	0	-1	-1	-2
C/C(=N/NS(=O)(=O)c1cccc([N+](=O)[O-])c1)c1c[nH]c2ccccc12	-8	0.92	0.98	-5	2	-1	-7	8
O=C(CNC1CCCC1)Nc1ccc(S(=O)(=O)N2CCCCC2)cc1	-1	1.1	0.98	-6	2	0	0	-9
CN(C)C(CNC(=O)c1ccc(NC(=O)CC#N)cc1)c1ccccc1 (stereo not given)	-1	1.1	1	-4	-2	14	47*	-8
O=C(CC1Sc2ccccc2NC1=O)Nc1cccc(C(=O)O)c1 (stereo not given)	34	0.78	1	10	0	-1	-4	22
Cc1ccc(S(=O)(=O)Nc2nccs2)cc1[N+](=O)[O-]	2	1	1	6	-4	-11	-5	-2
Cc1ccsc1C(=O)N1CCN(c2ncc(C(F)(F)F)cc2Cl)CC1	6	1.2	1	9	-4	-1	6	-20
Cc1sc2ncn(CC(=O)NCCc3ccccc3)c(=O)c2c1C	2	1	0.98	-15	2	-2	-1	0
Nc1nnnn1CC(=O)N/N=C/c1ccccn1	-3	1.5	1.1	8	-12	-2	-4	-50
O=C(Nc1nc2n(n1)C(c1ccc(F)cc1)CC(c1ccccc1)N2)c1ccco1 (stereo not given)	-1	0.97	0.98	-3	2	-3	-3	3
CC(=O)c1cccc(CN2CCN(Cc3ccc(F)cc3)C(CCO)C2)c1 (stereo not given)	2	0.92	0.99	0	1	-8	22	8
CC(C)(C)C(=O)Oc1cc(N)n(S(=O)(=O)c2ccc(F)cc2)n1	-1	1	1	-4	-4	8	9	-2
COc1cc(NC(=O)c2cc(C)on2)cc(OC)c1OC	2	1.1	0.94	-4	6	6	5	-9
O=C(O)COc1ccc(/C=C/c2nc3ccc([N+](=O)[O-])cc3s2)cc1	-2	1	0.98	-6	2	-2	1	-1
O=C(CCc1ccccc1)Nc1cccc(S(=O)(=O)N2CCOCC2)c1	-5	0.95	1	-7	-3	2	-6	5
O=C(Cc1ccc(-n2cnnn2)cc1)NC12CC3CC(CC(C3)C1)C2	-8	0.92	0.99	-15	1	-8	-15	8
COc1ccc(C(=O)NC(=O)CSc2n[nH]c(N)n2)cc1	0	1	0.85	-21	15	9	1	-1
COc1cc2c3nnc(-c4ccc(F)cc4)c-3cn(Cc3ccc(F)cc3)c2cc1OC	-5	0.98	0.91	9	9	5	-2	2
Cc1nc(NC(=O)COC(=O)c2ccc(S(=O)(=O)N3CCc4ccccc4C3)cc2)c(Cl)cc1Cl	0	1.2	0.9	-6	10	-14	-3	-24
Nc1nc(CN2CCN(Cc3ccccc3)CC2)nc(Nc2ccc3c(c2)OCCO3)n1	-6	0.99	1.1	-2	-7	0	-8	1

With a hit mark in hIAP act, among the entries above:
SMILES	APOBEC3A inh	hIAP act	mIAP act	PfG6PD inh	mIAP inh	HKDC1 inhibitor	ATG4B inh	hIAP block
Cc1ccc(O)c(N/C=C/C(=O)c2ccc(F)cc2)c1	-2	2.8*	0.94	21	6	1	3	-185

More entries
SMILES	APOBEC3A inh	hIAP act	mIAP act	PfG6PD inh	mIAP inh	HKDC1 inhibitor	ATG4B inh	hIAP block
CCCc1nn2c(=O)cc(CSCC(=O)Nc3nnc(C(C)C)s3)nc2s1	-6	0.84	0.98	-3	2	-1	3	16
CCCN(CCC)Cc1cc2ccccc2c2c1COC2	0	0.92	0.9	-3	10	6	6	8
Cc1cc(C)c(NC(=O)CS(=O)CC(=O)Nc2ccc(F)cc2F)c(C)c1 (stereo not given)	-9	1.1	1	-13	-4	-2	-1	-15
O=c1nc(N2CCCC2)nc(N2CCCC2)[nH]1	-7	0.84	1.1	2	-9	-3	-3	16
Cc1cc2nnc(SC(C)C)n2c2ccccc12	-6	0.82	0.87	-4	13	-9	-5	18
CC(C)CN(C(=O)c1ccc(F)cc1F)c1c(N)n(CC(C)C)c(=O)[nH]c1=O	2	1	1	-15	-2	4	5	-4
Cc1cc2oc(=O)cc(CN3CCN(C/C=C/c4ccccc4)CC3)c2cc1O	1	1.1	1	.	-1	.	.	-14
COC(=O)c1ccc(C2C(C(=O)Nc3ccccc3C)=C(C)Nc3ncnn32)cc1 (stereo not given)	-2	1	0.99	-7	1	-3	7	-5
CC(=O)c1cccc(CN2CCN(CC=C(C)C)C(CCO)C2)c1 (stereo not given)	-1	1	1	-3	-2	-6	-10	-2
CCOC(=O)c1ccc(NC(=S)N2CCN(c3ccc(N4CCOCC4)nn3)CC2)cc1	-4	1	0.9	-3	10	1	0	-1
Cc1ccc(C(=O)CCC(=O)OCC(=O)Nc2nnc(-c3ccccc3)o2)cc1	-2	1.1	0.96	-8	4	-10	-13	-13
COc1ccc(C(=O)/C=C/Nc2ccc(S(=O)(=O)Nc3cccc(C(C)=O)c3)cc2)cc1	-4	1	0.89	3	11	13	-10	-3
Cc1ccc(-c2cc(C(=O)N3CCCCC3)c3ccccc3n2)cc1C	2	1	1	6	-1	-3	-3	0
CCN(CC)S(=O)(=O)c1ccc(N2CCOCC2)c(NC(=O)c2ccc(=O)n(C)n2)c1	0	1	0.99	-1	1	-2	-27	0
COc1ccc(-c2ccc3c(c2)S(=O)(=O)c2cccc(C(=O)NCc4cccc(OC(F)(F)F)c4)c2C3=O)cc1OC	2	1.1	0.99	-6	1	-6	70*	-12
COc1ccc(S(=O)(=O)N2CCN(c3cccc(C)c3C)CC2)cc1	-1	0.84	0.9	15	10	-1	7	16
CCSc1nnc(NC(=O)C2CSC3(C)CCC(=O)N23)s1 (stereo not given)	-1	1	1.1	-4	-9	-1	0	-3
Cc1cc(C(F)(F)F)c2c(n1)sc1c(O)cc(=O)[nH]c12	1	0.9	0.86	-4	14	-4	1	10
COC(=O)CNC(=O)c1ccc(F)cc1	-1	1	1.1	16	-5	-4	-4	0
Cc1ccc(C(=O)OCC(=O)N2CC(C)CC(C)C2)cc1S(=O)(=O)N1CCCCC1 (stereo not given)	0	0.97	0.99	-1	1	1	-11	2
COCc1n[nH]c(=S)n1-c1cccc2ccccc12	2	1.1	1.1	20	-9	-7	-2	-7
COc1ccc(Cl)cc1NC(=O)c1ccco1	-3	0.9	1.1	8	-8	1	2	10
O=[N+]([O-])c1ccc(N/N=C\c2ccccc2OCc2ccccc2)cc1	-7	1	0.8	-10	20	1	2	-1
CCOc1ccccc1N(C(=O)CNC(=O)c1ccco1)C(C(=O)NC1CCCC1)c1ccncc1 (stereo not given)	-4	1.1	1	13	-4	-3	-2	-6
Cc1c(NC(=O)OCCNC(=O)COc2c(Cl)cccc2Cl)sc(=S)n1C	-1	1.2	1	-2	0	-6	-12	-16
N#CCNC1CC(=O)N(c2ccccc2)C1=O (stereo not given)	-7	0.98	0.99	-7	1	-6	5	2
CCc1[nH]nc(C(=O)N2CCCC(C(=O)c3cccc(C(F)(F)F)c3)C2)c1C (stereo not given)	4	1.1	1.1	-14	-6	-1	6	-13
CCOc1cc(NC(=O)C2CC2)c(OCC)cc1NC(=O)c1cc(OC)c(OC)c(OC)c1	-3	0.89	0.92	-11	8	3	12	11
O=C(CN1C(=O)CCC1=O)Nc1nc(-c2ccc(Cl)s2)cs1	1	1.4	0.84	1	16	-7	-1	-44
CCOC(=O)/C(N=O)=C(\O)C1CCN(C(=O)OCC)CC1	2	1.1	1	-10	-3	-3	-8	-12
CCC(c1nnc(SCC(=O)Nc2ccc(NC(C)=O)cc2)n1Cc1ccccc1)N(C)C (stereo not given)	2	0.96	0.96	9	4	-3	-6	4
